Bioassay records (PubChem)
GLA spleen mod – inhibitors or activators of human alpha-galactosidase in spleen homogenate; P06280; human spleen homogenate, 4MU-alpha-Gal fluorescence, 40 min; Potency, µM (titrated, usually from 80 µM), for inactives: top-dose activity change, negative = inhibition, actives largely listed as inhibitors; 240,000 tested, 0.008% active; AID 2107;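 further: 0% = enzyme with vehicle and -100% = no enzyme basal signal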
Target sequence (P06280 32-429 limits assumed): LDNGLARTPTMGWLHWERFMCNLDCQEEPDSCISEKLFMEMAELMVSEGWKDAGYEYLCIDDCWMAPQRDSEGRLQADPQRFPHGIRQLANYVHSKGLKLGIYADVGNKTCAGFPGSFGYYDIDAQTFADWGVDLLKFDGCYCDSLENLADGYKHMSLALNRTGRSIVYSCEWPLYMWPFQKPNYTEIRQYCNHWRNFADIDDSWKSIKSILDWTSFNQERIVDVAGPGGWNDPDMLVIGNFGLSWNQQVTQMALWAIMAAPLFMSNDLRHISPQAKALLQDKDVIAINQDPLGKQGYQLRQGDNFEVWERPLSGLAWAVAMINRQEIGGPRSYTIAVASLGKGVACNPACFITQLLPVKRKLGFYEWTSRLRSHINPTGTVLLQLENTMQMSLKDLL
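Fluorogenic readout (Ex 365/Em 440 nm) of 4-methylumbelliferone released from 1 mM 4-MU-alpha-galactoside by spleen homogenate, 40 min at 37C, pH 5.0. Data normalized to no-enzyme and enzyme controls; Hill-equation AC50 from compound titrations.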
L3MBTL1 inh – L3MBTL1 (human) inhibition. AID 485360. 230,000 tested, 0.66% active. AlphaScreen L3MBTL1–H3K9me1 peptide binding. Q9Y468. Potency, µM (top dose mostly 57.1 µM), for the others: at the highest dose activity, negative = inhibition, usual class: inhibitors; further: nearly all actives have a fitted effect of over 60% in size
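L3MBTL1 (50 nM) pre-complexed 30 min with biotinylated H3(1-15)K9me1 peptide (75 nM), then compounds added for 30 min at room temperature; AlphaScreen streptavidin donor/nickel chelate acceptor beads (10 ug/mL final) read after 30 min dark incubation.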
ALDH1A1 inh – inhibitors of human aldehyde dehydrogenase 1A1 | P00352 | Purified ALDH1A1, NADH fluorescence, propionaldehyde substrate | Potency, µM (highest dose often 75.3 µM), for the others: at the top dose activity, negative = inhibition, most hits filed as inhibitors | 220,000 tested, 7.3% active | AID 1030; active means well fitted inhibition curve with a large enough effect, not every such curve was filed as active; inconclusive means small, poorly fitted or top-dose-only effect, or another doubt; inactive means no such curve, though single readings can be large or run the other way;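 further: plate controls were no enzyme wells and a reference inhibitor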
TexasRed fluor – Texas Red fluorescence interference in TRb-SRC2 counter-screen. AID 1479. Potency, µM (titrated, usually from 106 µM), inactives show top-dose fluorescence change, negative = quenching. 280,000 tested, 0.29% active. TRb/SRC2 Texas Red total fluorescence interference; active means well fitted curve in either direction with a large enough effect; inconclusive means small, poorly fitted or top-dose-only effect
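Human TRb ligand-binding domain at 0.6 uM with 20 nM Texas Red SRC2 peptide in Tris buffer containing 1 uM T3 and 5% DMSO, incubated with compound 5 h at ambient temperature. Total fluorescence (555/632 nm) calculated as parallel + 2 × perpendicular.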
Tau fibril FP – blocks human tau fibril formation measured by polarization; Potency, µM (highest dose often 57.7 µM), for the others: at the top dose activity, negative = inhibition, most hits filed as inhibitors; 280,000 tested, 0.39% active; P10636; AID 1468; K18 P301L tau heparin fibrillization, Alexa594 FP, 6 h; further: nearly all actives have a fitted effect of over 55% in size
Target sequence (P10636 561-689 P618L limits assumed): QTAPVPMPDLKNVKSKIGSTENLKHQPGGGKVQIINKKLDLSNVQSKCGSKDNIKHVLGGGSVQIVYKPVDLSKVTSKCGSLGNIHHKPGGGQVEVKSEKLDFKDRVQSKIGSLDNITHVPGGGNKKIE
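Steps: dispense K18 P301L tau (15 uM plus 0.24 uM Alexa 594 tracer, final) in pH 7 sodium acetate; add compound; add heparin (20 uM final); incubate 6 hr, 37 C; add ThT (30 uM final); after 1 hr ambient, read FP.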
Tau fibril ThT – tau fibrillization inhibition (ThT binding); P10636; recombinant tau K18 P301L, heparin-induced fibrillization, ThT fluorescence; Potency, µM (top dose mostly 57.4 µM), without a hit: at the highest dose activity, negative = inhibition, usual class: inhibitors; 270,000 tested, 2.1% active; further: nearly all actives have a fitted effect of over 55% in size
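K18 P301L tau (15 uM + 0.24 uM Alexa 594-tagged), heparin 20 uM, NaOAc pH 7, 6 h 37 C; ThT 30 uM, 1 h RT, ex 450/em 510 nm.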
TRb-SRC2 inh – TRbeta-SRC2 interaction inhibition; P10828; TRbeta-SRC2 peptide binding, fluorescence polarization; receptor liganded with 1 µM T3; Potency, µM (series often up to 106 µM), for inactives: top-dose activity change, negative = inhibition, hits mostly inhibitors; 280,000 tested, 0.065% active;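 further: plate controls were bound peptide for no effect and peptide without receptor for full effect; nearly all actives have a fitted effect of over 50% in size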
Target sequence (P10828 whole entry, looked up): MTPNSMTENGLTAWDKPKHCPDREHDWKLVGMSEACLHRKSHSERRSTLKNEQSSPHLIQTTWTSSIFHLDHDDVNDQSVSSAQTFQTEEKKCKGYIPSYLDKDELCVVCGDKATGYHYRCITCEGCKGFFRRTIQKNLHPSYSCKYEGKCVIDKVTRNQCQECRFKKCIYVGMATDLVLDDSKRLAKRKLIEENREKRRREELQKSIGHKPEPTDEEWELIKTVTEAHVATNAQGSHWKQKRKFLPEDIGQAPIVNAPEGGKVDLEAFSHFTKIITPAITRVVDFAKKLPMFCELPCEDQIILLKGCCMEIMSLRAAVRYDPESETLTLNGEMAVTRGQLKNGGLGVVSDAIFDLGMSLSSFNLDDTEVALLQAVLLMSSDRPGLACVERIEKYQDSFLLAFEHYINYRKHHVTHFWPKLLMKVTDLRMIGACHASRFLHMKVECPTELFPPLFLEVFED
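Human TRb LBD (0.6 uM) plus Texas Red-labeled SRC2 peptide (20 nM), 1uM T3, 5% DMSO, 5 hr at ambient temperature. Decreased polarization (555/632 nm) flags inhibition; data normalized to free and bound peptide controls.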
Tau fluor counter – counter-screen for tau fibril formation inhibitors. tau K18 P301L (four-repeat tau fragment) Alexa594 fluorescence, heparin fibrillization. AID 1463. 280,000 tested, 0.93% active. Potency, µM (highest dose often 57.7 µM), without a hit: at the top dose activity change, negative = decrease; further: nearly all actives have a fitted effect of over 55% in size
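Human K18 P301L tau (15 uM unlabeled plus 0.24 uM Alexa 594-labeled, final) in 100 mM sodium acetate pH 7 was mixed with compound and 20 uM heparin and incubated 6 hr at 37 C.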
* hit, by the source's call; ? = inconclusive; . = no result given; [ ] = dose if it differs, or a comment. Unless noted, the call rests on the fitted dose curve; in most records, active means well fitted curve in the direction sought with a large enough effect; inconclusive means small, poorly fitted or top-dose-only effect, or another doubt; inactive means no such curve, though single readings can be large; an effect the other way counts as inactive or inconclusive. Unless noted, on the % scale 0 is the no-effect control and ±100 the full control effect; potency means the concentration at half of the fitted maximal effect.

SMILES	GLA spleen mod	L3MBTL1 inh	ALDH1A1 inh	TexasRed fluor	Tau fibril FP	Tau fibril ThT	TRb-SRC2 inh	Tau fluor counter
C=CCN1CC(c2nc3ccccc3n2CCOc2ccccc2)CC1=O (stereo unspecified)	6.7%	23.1%	-8.4%	1.0%	-6.2%	4.4%	-13.7%	-1.1%
Cc1cc(C)n(CC(=O)N2c3ccccc3Sc3ccccc32)n1	5.7%	-12.1%	?	2.5%	-2.8%	-0.6%	-10.4%	1.1%
CCN1/C(=C2\C(=O)N(c3ccccc3)N=C2C)C=Cc2cc(C)ccc21	-5.8%	5.1%	9.9%	-2.9%	3.8%	?	-2.8%	-7.0%
Cc1onc(-c2ccccc2Cl)c1C(=O)N1CCCCC1C(=O)O (stereo unspecified)	-3.4%	.	5.0%	0.1%	4.6%	-2.8%	-4.8%	-0.8%
CCCCCn1c(CN2CCCCC2C)nc2c1c(=O)n(C)c(=O)n2C (stereo unspecified)	3.7%	-2.9%	?	-4.2%	-8.5%	3.0%	-4.3%	-1.7%
COc1ccc(NC(=O)c2ccc(-c3ccccc3Cl)o2)cc1	-0.8%	10.8%	?	-0.6%	-9.2%	?	-0.1%	?
Cc1ccc(OCCSc2nc3ccccc3n2CC(=O)N2CCOCC2)cc1C	.	.	.	-3.1%	-0.7%	-9.6%	1.0%	-1.5%
COC(=O)CN1C(=O)S/C(=C/c2cc(C)n(C)c2C)C1=O	9.3%	-14.8%	14.1µM*	-0.3%	2.4%	-9.3%	0.1%	-6.8%
CN(C)S(=O)(=O)c1cccc(-c2nnc(SCc3ccc4c(c3)OCCO4)o2)c1	5.1%	-28.9%	4.9%	-0.2%	-1.0%	3.0%	7.1%	1.2%
CCC(=O)N1CCc2cc(S(=O)(=O)NC(CC(C)C)C(=O)Nc3cccc(C)c3C)ccc21 (stereo unspecified)	.	.	.	-0.3%	-2.9%	-11.7%	-5.2%	-15.9%
Cc1noc(C)c1S(=O)(=O)N1CCCC(C(=O)Nc2cccnc2)C1 (stereo unspecified)	-1.6%	-4.5%	4.9%	0.3%	-1.3%	-12.3%	-0.4%	-5.7%
CCc1ccccc1N(CC)C(=O)Cn1nc(Cc2ccncc2)c2ccccc2c1=O	.	.	.	-1.1%	5.6%	-8.1%	2.3%	-1.9%
Cc1cc(NC(=O)c2ccccc2)ncc1NC(=O)c1cccs1	-1.0%	-21.4%	-3.2%	-2.0%	-5.3%	6.8%	6.6%	2.9%
O=C(Nc1ccc(Cl)cc1)N1CCOC12CCC1(CC2)OCCO1	5.3%	-1.1%	?	0.0%	0.2%	-7.5%	0.7%	-8.8%
COc1ccccc1CCNC(=O)c1cc2ccccn2n1	.	.	.	0.8%	-4.0%	4.9%	-2.5%	5.1%
Cc1ccccc1NC(=O)c1c(C)oc2ccc(O)c(CN3CCCC(C)C3)c12 (stereo unspecified)	.	.	.	5.8%	-7.4%	-17.0%	-8.2%	-22.0%
Cc1c(C(=O)Nc2ccccc2)sc2nc3n(c(=O)c12)CCCCC3	1.4%	9.1%	?	6.4%	-8.6%	-17.4%	-2.7%	-18.3%
COCCN(C(=O)CSc1nc2ccccc2c(=O)n1CCOC)c1c(N)n(Cc2ccccc2)c(=O)[nH]c1=O	-3.1%	.	14.3%	-6.0%	-6.0%	5.0%	-7.2%	-2.6%
COc1ccc(C2Nc3ccccc3C(=O)N2NS(=O)(=O)c2ccccc2)cc1 (stereo unspecified)	7.5%	.	?	1.4%	-14.0%	3.1%	-5.4%	-9.7%
O=C(CC1NC(=O)NC1=O)Nc1ccccc1 (stereo unspecified)	-4.7%	.	11.3%	-0.8%	-5.8%	-7.6%	2.0%	-8.3%
CC(C)CC1NC(=O)N(CC(=O)Nc2ccccc2-c2ccccc2)C1=O (stereo unspecified)	1.5%	.	?	-5.5%	4.7%	-3.9%	-7.5%	-2.3%
CCCOc1nc2c(c(=O)n(C)c(=O)n2C)n1CCC	1.8%	5.1%	-8.1%	1.7%	-2.0%	-0.6%	-10.0%	-0.4%
O=C(Nc1ccccc1Cl)[C@H](CSCc1ccccc1)N1Cc2ccccc2C1=O	.	.	.	-0.8%	-1.9%	-14.5%	-1.3%	-29.0%
CC1=C(C(N)=O)S(=O)(=O)c2ccccc21	-7.1%	.	.	-2.9%	11.5%	0.9%	-3.2%	8.3%
Cc1nc(C)c(Oc2cccc(C(F)(F)F)c2)c(=O)[nH]1	4.0%	2.6%	-7.9%	1.5%	-1.6%	0.7%	2.6%	1.6%
COc1ccc(NC(=O)C(C)Sc2ccccc2)cc1 (stereo unspecified)	4.0%	.	-1.7%	0.1%	-2.8%	-4.6%	0.8%	-6.6%
O=C(Nc1ccc(S(=O)(=O)NCC2CCCO2)cc1)c1cnccn1 (stereo unspecified)	6.1%	-3.1%	2.2%	-0.2%	7.3%	-6.1%	-2.2%	4.7%[2.34 µM]
O=C(NNC(=S)Nc1ccccc1)c1ccccc1[N+](=O)[O-]	2.1%	5.2%	-0.3%	2.0%	-10.0%[2.34 µM]	3.3%	4.4%	5.0%
CC(C)C(=O)N(Cc1ccc2c(c1)OCO2)Cc1ccccn1	0.6%	8.7%	-5.5%	1.6%	-1.5%	1.9%	1.8%	-0.1%
CCC(CC(C)(C)O)C(=O)NNC(=S)Nc1ccccc1 (stereo unspecified)	-3.0%	-7.5%	25.1µM*	-1.7%[53 µM]	-5.8%	3.3%	6.5%[53 µM]	-10.5%
CC1(C)C([N+](=O)[O-])C(c2ccccc2O)NC(c2ccccc2O)C1[N+](=O)[O-] (stereo unspecified)	0.9%	-13.3%	8.0%	-2.2%	?	-9.8%	2.5%	-23.5%
CCN1CCN(CC(O)COc2ccc(C)c(C)c2)CC1 (stereo unspecified)	2.3%	-2.5%	0.6%	-0.6%	2.8%	-9.1%	-7.6%	3.1%
Cc1ccccc1NC(=O)Nc1nnc(Cc2ccc([N+](=O)[O-])cc2)s1	5.6%	6.2%	-2.3%	-12.0%	6.2%	0.0%	-0.6%	-20.3%
Cc1ccc(C(=O)N/C(=C/c2cccc([N+](=O)[O-])c2)C(=O)NCC2CCCO2)cc1 (stereo unspecified)	21.3%	.	6.0%	-2.0%	-4.0%	-8.9%	-6.7%	-9.8%
COC(=O)N1CCc2cc(OC)c(OC)cc2C1Cc1ccc(OC)cc1 (stereo unspecified)	6.3%[17.5 µM]	.	3.0%[13.5 µM]	-0.2%[11.2 µM]	0.2%[11.6 µM]	-3.3%[11.5 µM]	5.8%[11.2 µM]	-4.5%[11.6 µM]
CC(C)CC(c1nnnn1Cc1ccc(F)cc1)N1CCC(C(N)=O)CC1 (stereo unspecified)	3.7%	?	11.8%	-1.8%	-2.6%	2.3%	-4.1%	-2.1%
CNCCCOc1ccc(C)cc1Br	-1.0%	.	-11.7%	-2.6%	5.2%	-8.1%	-3.9%	0.5%
CCC(C(=O)Nc1cccc(C(=O)O)c1C)c1ccccc1 (stereo unspecified)	4.0%	1.1%[11.4 µM]	8.4%	-5.5%	-7.9%	0.7%	0.5%	5.3%
COc1ccc(NC(=O)C2CCN(S(=O)(=O)c3ccc4[nH]c(=O)ccc4c3)CC2)c(OC)c1	.	.	.	0.6%	-7.4%	-6.1%	-1.6%	-12.2%
CC(C)Oc1ccc(C2c3c(oc4ccccc4c3=O)C(=O)N2CCCN2CCOCC2)cc1 (stereo unspecified)	2.9%	.	8.91µM*	-3.6%	-1.0%	-23.0%	-6.7%	-6.4%
CCOC(=O)C1=C(N2CCCCC2)c2cc3c(n2C1=O)CCCC3	9.7%	-10.0%	?	0.9%	-2.4%	?	-2.5%	-9.3%

Gathered by group, the entries above containing four or more nitrogen atoms.
SMILES	GLA spleen mod	L3MBTL1 inh	ALDH1A1 inh	TexasRed fluor	Tau fibril FP	Tau fibril ThT	TRb-SRC2 inh	Tau fluor counter
CCCCCn1c(CN2CCCCC2C)nc2c1c(=O)n(C)c(=O)n2C (stereo unspecified)	3.7%	-2.9%	?	-4.2%	-8.5%	3.0%	-4.3%	-1.7%
Cc1noc(C)c1S(=O)(=O)N1CCCC(C(=O)Nc2cccnc2)C1 (stereo unspecified)	-1.6%	-4.5%	4.9%	0.3%	-1.3%	-12.3%	-0.4%	-5.7%
CCc1ccccc1N(CC)C(=O)Cn1nc(Cc2ccncc2)c2ccccc2c1=O	.	.	.	-1.1%	5.6%	-8.1%	2.3%	-1.9%
COCCN(C(=O)CSc1nc2ccccc2c(=O)n1CCOC)c1c(N)n(Cc2ccccc2)c(=O)[nH]c1=O	-3.1%	.	14.3%	-6.0%	-6.0%	5.0%	-7.2%	-2.6%
CCCOc1nc2c(c(=O)n(C)c(=O)n2C)n1CCC	1.8%	5.1%	-8.1%	1.7%	-2.0%	-0.6%	-10.0%	-0.4%
O=C(Nc1ccc(S(=O)(=O)NCC2CCCO2)cc1)c1cnccn1 (stereo unspecified)	6.1%	-3.1%	2.2%	-0.2%	7.3%	-6.1%	-2.2%	4.7%[2.34 µM]
O=C(NNC(=S)Nc1ccccc1)c1ccccc1[N+](=O)[O-]	2.1%	5.2%	-0.3%	2.0%	-10.0%[2.34 µM]	3.3%	4.4%	5.0%
Cc1ccccc1NC(=O)Nc1nnc(Cc2ccc([N+](=O)[O-])cc2)s1	5.6%	6.2%	-2.3%	-12.0%	6.2%	0.0%	-0.6%	-20.3%
CC(C)CC(c1nnnn1Cc1ccc(F)cc1)N1CCC(C(N)=O)CC1 (stereo unspecified)	3.7%	?	11.8%	-1.8%	-2.6%	2.3%	-4.1%	-2.1%
